# Source: PubChem (Sanford-Burnham Center for Chemical Genomics)
# Gli-Sufu block: antagonists of Gli-Sufu signaling; inhibition, % at 5 µM; hit rate 0.74% among 340,000; Sufu-KO-LIGHT fibroblasts, Gli luciferase reporter luminescence; AID 588413;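 active means inhibition above about 55%, limit read from the data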;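 further: 0% = DMSO-treated cells and 100% = wells with medium but no cells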
# 697 NFkB inh: inhibitors of the PMA/ionomycin-induced NF-kB reporter in 697 B cells | inhibition, % at 4 µM | hit rate 0.33% among 330,000 | 697 B-cell NF-kB luciferase reporter, 16 h | AID 435022; in the data active means inhibition above about 35%
# EBI2 antag: EBI2 (human) antagonism; P32249; EBI2 beta-arrestin recruitment, luminescence, 7a,25-OHC stimulated; inhibition, % at 5 µM; hit rate 0.81% among 360,000; AID 651636; in the data active means inhibition above about 38%;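 further: enzyme fragment complementation signal reports receptor beta-arrestin coupling in cells; 0% = agonist plus DMSO wells and 100% = wells without agonist; some results beyond the cut were filed as inactive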
# Mdm2-MdmX inh: inhibitors of human Mdm2/MdmX interaction; inhibition, % at 8 µM; hit rate 3% among 330,000; AID 485346; O15151+Q00987; SaOS-2 split-luciferase Mdm2/MdmX complementation, luminescence;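 active means inhibition of at least 50% at 8 µM in the primary screen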
# Target sequence (O15151 whole entry, looked up): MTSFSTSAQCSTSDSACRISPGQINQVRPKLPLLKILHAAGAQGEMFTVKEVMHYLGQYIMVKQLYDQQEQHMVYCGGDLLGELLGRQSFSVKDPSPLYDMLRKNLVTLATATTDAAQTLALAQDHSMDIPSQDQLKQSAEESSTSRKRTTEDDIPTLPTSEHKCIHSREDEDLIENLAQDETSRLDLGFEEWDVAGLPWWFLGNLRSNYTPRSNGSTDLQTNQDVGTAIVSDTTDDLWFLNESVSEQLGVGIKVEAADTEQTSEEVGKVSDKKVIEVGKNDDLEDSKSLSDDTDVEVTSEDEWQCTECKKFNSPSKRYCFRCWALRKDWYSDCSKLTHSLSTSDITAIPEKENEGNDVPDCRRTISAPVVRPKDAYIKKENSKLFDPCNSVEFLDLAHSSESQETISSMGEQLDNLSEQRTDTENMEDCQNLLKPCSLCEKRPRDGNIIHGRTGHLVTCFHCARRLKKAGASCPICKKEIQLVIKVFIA
# Target sequence (Q00987 whole entry, looked up): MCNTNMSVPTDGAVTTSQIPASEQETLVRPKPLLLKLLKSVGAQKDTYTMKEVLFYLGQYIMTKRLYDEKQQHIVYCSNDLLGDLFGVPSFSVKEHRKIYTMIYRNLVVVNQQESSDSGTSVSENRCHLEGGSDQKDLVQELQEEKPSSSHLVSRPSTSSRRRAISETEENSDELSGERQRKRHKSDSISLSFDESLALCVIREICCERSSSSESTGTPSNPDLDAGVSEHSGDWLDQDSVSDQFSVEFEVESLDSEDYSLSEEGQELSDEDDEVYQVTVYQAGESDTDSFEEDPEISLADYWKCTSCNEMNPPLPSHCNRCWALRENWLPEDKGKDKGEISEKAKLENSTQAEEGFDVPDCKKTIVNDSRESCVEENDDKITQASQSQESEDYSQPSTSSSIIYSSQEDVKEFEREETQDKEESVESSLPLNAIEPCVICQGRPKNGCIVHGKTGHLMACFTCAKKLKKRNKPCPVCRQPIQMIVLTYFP
# CXCR6 block: blocks human CXCR6 beta-arrestin recruitment; O00574; CHO-K1 PathHunter CXCR6 beta-arrestin, luminescence; inhibition, % at 20 µM; hit rate 0.36% among 360,000; AID 602244; in the data active means inhibition above about 34%, passing the limit was not always enough;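 further: antagonist mode with CXCL16 agonist at 10 nM final; 0% = 10 nM CXCL16 with DMSO and 100% = unstimulated wells without agonist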
# UPR CHOP act: activators of apoptotic arm of unfolded protein response (CHOP); hit rate 0.34% among 330,000; AID 449763; CHO-CHOP luciferase reporter, UPR activation, luminescence; percent of tunicamycin response over DMSO baseline; activation, % at 10 µM;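 active means at 10 µM dose, activation of 40% or more, normalized to positive control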;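 further: 100% = tunicamycin at 10 µg/mL and 0% = DMSO alone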
#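 Test system: CHO CHOP reporter cells. Input: 500 CHO-CHOP cells per well. Medium: F12 with 10% FBS. Technique: luciferase luminescence. Measure: percent activation relative to tunicamycin control. Dosing: 10 µM compound, 0.5% DMSO. Timing: 16-18 h cell attachment, then 6 h compound exposure, 37 °C.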
# UPR XBP1 act: activators of adaptive arm of unfolded protein response (XBP1); activation, % at 20 µM; CHO-XBP1 luciferase reporter, IRE1-XBP1 UPR activation, luminescence; percent of tunicamycin response, DMSO as zero; hit rate 0.33% among 330,000;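 active means versus positive control, 20 µM dose yields 30% or more activation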;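 further: 100% = tunicamycin at 10 µg/mL and 0% = DMSO only wells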
#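 Assay system: IRE1-XBP1 luciferase reporter CHO line. Input: 1000 cells/well. Buffer or medium: F12 with 10% serum. Doses: 20 µM, 1% DMSO. Times: overnight seeding at 37 °C, 6 h compound treatment at 37 °C. Technique: Steady-Glo luciferase glow luminescence, 10 min after reagent addition.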
# CCR6 antagonist: antagonists of human CCR6 receptor. CHO-K1 CCR6 PathHunter beta-arrestin, luminescence, CCL20-stimulated. inhibition, % at 20 µM. AID 493098. hit rate 0.49% among 340,000;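 active means compounds whose inhibition of the agonist-driven luminescence signal at 20 µM reaches about 50%, limit read from the data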;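 further: cells stimulated with CCL20 at 14 nM final; plate controls were DMSO with CCL20 for no effect and DMSO without agonist for full effect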
# Jurkat NFkB inh: inhibitors of the PMA/ionomycin-induced NF-kB reporter in Jurkat cells | AID 435003 | hit rate 0.53% among 330,000 | PMA/ionomycin-induced NF-kB luciferase reporter, luminescence | inhibition, % at 4 µM; in the data active means inhibition above about 50%
# Starred values were filed as active, the others as inactive; . = no result given.
SMILES,Gli-Sufu block,697 NFkB inh,EBI2 antag,Mdm2-MdmX inh,CXCR6 block,UPR CHOP act,UPR XBP1 act,CCR6 antagonist,Jurkat NFkB inh
Cc1ccccc1NS(=O)(=O)c1ccc(C(=O)OCC(=O)NCC(C)C)cc1,8,21,12,3,-7,-0.6,-3,5,-3
COCCn1c(=O)[nH]c2cc(C(=O)NCCc3ccc(OC)c(OC)c3)ccc2c1=O,6,-43,-9,-36,-5,0.1,-1,-9,-66
Cc1cccc(NC(=O)c2ccc3c(c2)CCN3S(C)(=O)=O)c1C,-5,-10,-6,-6,1,1.9,5,12,-11
COc1ccccc1Nc1ccc2c(O)cc(S(=O)(=O)O)cc2c1,-10,.,-3,.,-2,.,.,1,.
COCCN(C(=O)CN1CCN(S(=O)(=O)c2ccc(F)cc2)CC1)c1c(N)n(Cc2ccccc2)c(=O)[nH]c1=O,6,-18,-27,16,-1,-1.5,-1,-11,10
CCC(C)NC(=O)C1c2cc(OC)c(OC)cc2C(=O)N(C)C1c1cccs1 (configuration not stated),4,-1,-8,24,-4,-0.7,-2,-5,-13
O=C1Nc2ccccc2Oc2cc([N+](=O)[O-])cc(Oc3ccccc3)c21,13,-23,39,-18,-2,2.3,2,3,-1
Cc1cc(=O)n2[nH]c(-c3ccsc3-n3c(C)ccc3C)cc2n1,-1,12,8,24,-4,-2.7,0,15,6
Cc1cccc2c1CC(C)(C)N=C2C1=C(O)CC(C)(C)CC1=O,-7,10,8,16,2,-1.3,0,11,-5
Cc1ccc2oc(-c3ccc(NC(=O)c4cccnc4)cc3)nc2c1,-25,-395,20,-145,6,5.0,0,27,-76
Cc1cc(Sc2ncnc(N)c2[N+](=O)[O-])ncn1,0,-10,1,93*,27,-9.3,-8,29,4
CCOc1ccc(C(=O)COC(=O)c2cc([N+](=O)[O-])ccc2N2CCOCC2)cc1,5,-23,5,40,10,3.5,-5,24,53*
COc1ccc(OC)c(NC(=O)c2cc(OC(C)=O)cc(C(=O)Nc3cc(OC)ccc3OC)c2)c1,.,3,11,56*,0,2.0,-1,3,20
FC(F)(F)c1cnc(NNC(=S)Nc2ccc(Cl)cc2)c(Cl)c1,24,-13,32,90*,72*,5.7,2,94*,12
N/C(=N\OC(=O)c1ccccc1Br)c1ccc([N+](=O)[O-])cc1,-77,-133,-7,34,-4,4.3,10,-13,-104
COc1ccc(-c2ccncc2)cc1OC,27,7,6,27,-7,-0.9,3,-1,-7
CCCC(=O)NC1=C(C#N)C2(CCCCC2)Cc2ccccc21,1,7,0,1,7,-1.8,-2,19,-13
CNC(=S)NNC(=O)Cn1ccc(C)n1,3,8,-4,26,-2,-1.6,-2,-1,-13
Cc1ccc(NC(=O)c2cc(-c3ccccc3)n[nH]2)cc1,-20,7,18,3,0,3.6,3,21,-3
Clc1ccc(C(c2nnnn2C2CCCC2)N2CCSCC2)cc1 (configuration not stated),8,10,15,-9,8,0.2,0,11,6

# Reformatted: entries from further up
compound | Gli-Sufu block | 697 NFkB inh | EBI2 antag | Mdm2-MdmX inh | CXCR6 block | UPR CHOP act | UPR XBP1 act | CCR6 antagonist | Jurkat NFkB inh
Cc1cccc(NC(=O)c2ccc3c(c2)CCN3S(C)(=O)=O)c1C | -5 | -10 | -6 | -6 | 1 | 1.9 | 5 | 12 | -11
COc1ccccc1Nc1ccc2c(O)cc(S(=O)(=O)O)cc2c1 | -10 | . | -3 | . | -2 | . | . | 1 | .
COCCN(C(=O)CN1CCN(S(=O)(=O)c2ccc(F)cc2)CC1)c1c(N)n(Cc2ccccc2)c(=O)[nH]c1=O | 6 | -18 | -27 | 16 | -1 | -1.5 | -1 | -11 | 10
CCC(C)NC(=O)C1c2cc(OC)c(OC)cc2C(=O)N(C)C1c1cccs1 (configuration not stated) | 4 | -1 | -8 | 24 | -4 | -0.7 | -2 | -5 | -13
O=C1Nc2ccccc2Oc2cc([N+](=O)[O-])cc(Oc3ccccc3)c21 | 13 | -23 | 39 | -18 | -2 | 2.3 | 2 | 3 | -1
Cc1cc(=O)n2[nH]c(-c3ccsc3-n3c(C)ccc3C)cc2n1 | -1 | 12 | 8 | 24 | -4 | -2.7 | 0 | 15 | 6
Cc1cccc2c1CC(C)(C)N=C2C1=C(O)CC(C)(C)CC1=O | -7 | 10 | 8 | 16 | 2 | -1.3 | 0 | 11 | -5
Cc1ccc2oc(-c3ccc(NC(=O)c4cccnc4)cc3)nc2c1 | -25 | -395 | 20 | -145 | 6 | 5.0 | 0 | 27 | -76
Cc1cc(Sc2ncnc(N)c2[N+](=O)[O-])ncn1 | 0 | -10 | 1 | 93* | 27 | -9.3 | -8 | 29 | 4
CCOc1ccc(C(=O)COC(=O)c2cc([N+](=O)[O-])ccc2N2CCOCC2)cc1 | 5 | -23 | 5 | 40 | 10 | 3.5 | -5 | 24 | 53*
COc1ccc(OC)c(NC(=O)c2cc(OC(C)=O)cc(C(=O)Nc3cc(OC)ccc3OC)c2)c1 | . | 3 | 11 | 56* | 0 | 2.0 | -1 | 3 | 20
FC(F)(F)c1cnc(NNC(=S)Nc2ccc(Cl)cc2)c(Cl)c1 | 24 | -13 | 32 | 90* | 72* | 5.7 | 2 | 94* | 12

# (more compounds)
SMILES,Gli-Sufu block,697 NFkB inh,EBI2 antag,Mdm2-MdmX inh,CXCR6 block,UPR CHOP act,UPR XBP1 act,CCR6 antagonist,Jurkat NFkB inh
O=C(Nc1ccc2c(c1)OCO2)C1CC(=O)N(c2ccc3c(c2)OCCO3)C1 (configuration not stated),-5,2,-3,4,-4,-2.1,-4,-20,5
O=C(O)CSCC(=O)Nc1ccc(Cl)cc1C(F)(F)F,13,19,5,18,1,-2.2,2,2,11
COc1ccc(S(=O)(=O)N(CC(C)C)CC(C)C)c2cccnc12,3,-14,-4,17,5,-0.5,3,5,2
Cc1cccnc1Nc1nc(-c2ccc(O)c(O)c2)cs1,-7,-17,0,-41,-4,155*,30*,1,-14
O=S(=O)(c1ccc2c(c1)OCCO2)N1CCN(c2ncnc3sccc23)CC1,64*,4,-14,24,-11,3.4,1,8,52*
CCOc1ccc(CN2CCN(Cc3cnn(CC)c3C)CC2CCO)cc1 (configuration not stated),10,5,-3,14,-10,3.2,-2,4,5
O=C(Nc1ccccc1C(=O)O)c1ccc(NC(=O)C2CCCO2)cc1 (configuration not stated),-1,-2,5,20,7,-2.4,-5,4,-8
O=C(CCCn1c(SCC(=O)c2ccc(O)c(O)c2)nc2ccccc2c1=O)NCC1CCCO1 (configuration not stated),-20,31,-7,13,3,-0.9,1,4,15
COc1ccc(C)cc1S(=O)(=O)N(CC(=O)Nc1cc([N+](=O)[O-])ccc1C)c1ccc(C)c(C)c1,25,-2,4,18,11,1.0,-4,5,7
CCN(CC(=O)NCc1cccs1)C(=O)c1cccc(Cl)c1,-4,12,-11,7,-1,0.2,0,3,8
Cc1cc(CN2CCC(n3nccc3NC(=O)c3ccccc3C)CC2)n[nH]1,-3,22,-3,9,-1,2.4,-3,8,6
Cc1ccc2oc(=O)c3cc(C(=O)NCCCN4CCc5ccccc5C4)sc3c2c1,-5,16,27,19,-3,1.4,-1,21,6
O=C(NC1CCCC1)c1nc2c(nnn2Cc2ccccc2Cl)c(=O)[nH]1,-6,-14,-7,25,-2,0.2,2,-2,-8
O=C(c1ccc(F)cc1)N1CCC(N2CCOCC2)CC1,5,17,-16,-31,4,-1.7,-1,-21,9
COc1cc(NC(N)=S)c(OC)cc1Cl,-1,1,3,-26,0,-0.1,-1,1,4
c1ccc(-c2cccc(-c3ccccn3)n2)nc1,85*,-5,-24,66*,-26,-4.0,7,-8,92*
CCN(Cc1ccccc1)C(=O)c1[nH]c2ccc(OC)cc2c1C,9,6,-3,-16,7,-0.2,-1,19,-19
O=C(Nc1cccc(-c2ccc(N3CCOCC3)nn2)c1)c1ccc(F)cc1F,-66,-36,-15,-22,2,4.9,4,21,-46
COc1ccc2cc(-c3[nH]ncc3CN3CCCCO3)ccc2c1,-11,-5,10,-18,-10,2.7,-2,0,-23
O=C(Nc1ccc(-c2nc3ncccc3o2)cc1)c1ccc(Br)o1,-12,-44,-25,-17,8,4.7,62*,4,-19
CCc1ccccc1NC(=O)C1CC(c2ccc(OC)cc2)=NO1 (configuration not stated),5,1,13,12,-3,0.8,-1,8,3
COc1ccc(C2=Nn3c(nnc3C3CCCCC3)SC2)cc1OC,14,0,-2,49,0,0.2,11,-13,16
CCn1c(SCC(=O)NCc2ccco2)nnc1-c1ccc(N)cc1,4,9,-12,2,2,-3.1,-4,11,-1
CCOc1cc2[nH]c(=S)n(CCCCC(=O)NCc3ccco3)c(=O)c2cc1OCC,7,10,4,38,-2,-1.6,-1,-1,-10
c1cncc(COC2CCCN(Cc3nc(-c4cccs4)no3)C2)c1 (configuration not stated),-8,5,-9,-20,3,0.3,4,-6,11
CCC(C(=O)Nc1ccc(C(=O)N2CCCC2)cc1)c1ccccc1 (configuration not stated),-4,-11,1,-24,-2,-1.8,0,-10,-13
CCN(CC)S(=O)(=O)c1ccc(NC(=O)COC(=O)CN2C(=O)c3ccccc3C2=O)cc1,5,5,-10,6,6,-2.6,0,-10,9
O=[N+]([O-])c1ccc(-n2cc(-c3ccccc3)nn2)cc1,-2,-24,-6,-11,-9,5.3,-3,12,-31
COc1ccc(S(=O)(=O)NC2(C(F)(F)F)NC(=O)N(CCc3ccccc3)C2=O)cc1 (configuration not stated),13,-4,0,-16,3,-0.3,7,-4,-14
CCOc1ccccc1N1CCN(C(=O)c2ccncc2)CC1,2,-22,-18,-3,7,-0.6,-1,1,-22
O=C(CSc1nc2ccccc2[nH]1)NCC1CCCO1 (configuration not stated),-8,2,-9,2,-13,1.8,1,11,-1
Nc1c(C(=O)OCC(=O)Nc2ccccc2Br)[nH]c(=O)[nH]c1=O,-2,12,-7,44,-8,1.9,-1,7,9
Cc1cc(C)c(NC(=O)COC(=O)COc2ccc3c(C)cc(=O)oc3c2)c(Cl)c1,5,15,-4,12,0,1.2,-2,-3,0
CCCc1nn2c(=O)c(C(c3cccc(Cl)c3)c3c(O)nc4sc(CCC)nn4c3=O)c(O)nc2s1,4,-7,3,-3,7,3.1,1,7,1
Cc1ccccc1NC(=O)/C(=C/c1ccco1)c1ccccc1,5,-19,3,6,20,-0.5,-3,7,-11
COc1ccc(-n2nc(C(=O)NCc3ccco3)c3c4ccccc4n(C)c3c2=O)cc1Cl,-15,-18,9,57*,7,1.6,3,-5,-23
Cc1cc2c(cc1S(=O)(=O)N1CCc3ccccc31)NC(=O)CO2,3,-15,24,22,5,1.5,-3,11,-10
CC(NC(=O)c1ccc2c(c1)OCCO2)c1ccc(S(N)(=O)=O)cc1 (configuration not stated),2,2,-2,15,3,-1.7,-3,0,-17
Cc1ccc(Cn2c(NCCc3ccccc3)nc3c2c(=O)n(C)c(=O)n3C)cc1,24,-11,24,30,-1,-0.4,-1,19,-1
